Assay outcomes (PubChem BioAssay)
Giardia killer: Small Molecules that selectively kill Giardia lamblia: qHTS | Giardia lamblia trophozoite viability | activity change, % at 7.66 µM, hits read low | 340,000 tested, 0.15% active | AID 540267, 2011; in the data active means activity change below about -80%; inconclusive means between about -30% and that limit;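 further: parasites exposed to compound for two days anaerobically before the ATP read; on the % scale 0 is the no-effect control and ±100 the full control effect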
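Compounds were tested on trophozoites seeded at 100 cells/well and held 48 hrs at 37 deg C anaerobically. An ATP-based luminescent kit measured the remaining live cells.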
B2AR arrestin: qHTS assay of beta-arrestin-biased ligands of beta2-adrenergic receptor. Potency, µM (top dose mostly 46.1 µM), without a hit: at the highest dose activation, usual class: activators. 330,000 tested, 0.02% active. Beta-2 adrenergic receptor (Homo sapiens), P07550. beta-arrestin recruitment to beta2AR, cell-based reporter;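 further: potency means the concentration at half of the fitted maximal effect; 0% = DMSO controls and full agonism = EC100 isoproterenol or metaproterenol; nearly all actives have a fitted effect of over 65% in size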
KCNH2 3.1 inh: qHTS for Inhibitors of KCHN2 3.1: Mutant qHTS. U2OS KCNH2 3.1, thallium flux FluxOr; active compounds read low. activity change, % (tested at about 1.8 µM). 340,000 tested, 0.95% active. AID 720553, 2013;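 active means maximum activity change below -70%; inconclusive means maximum activity change from -70% to -50%; inactive means maximum activity change above -50%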;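 further: thallium influx rate constant from kinetic fluorescence after stimulation buffer; on the % scale 0 is the no-effect control and ±100 the full control effect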
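Thallium flux via FluxOr fluorescence (Red40 quencher, 45 min loading) in U2OS cells virally expressing the KCNH2 3.1 isoform (1.77 x 10^8 /mL virus, overnight at 37 C). Rate constants from 2-min kinetic reads post-stimulation, normalised to positive and negative controls.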
FBPA coupling cs: qHTS Assay for Inhibitors of Fructose-1,6-bisphosphate Aldolase from Giardia Lamblia: Coupling assay counterscreen. coupling enzyme system counterscreen, AmpLite Red fluorescence. 290,000 tested, 0.67% active. activity change, negative = inhibition, % at 58.2 µM, hits read low. AID 2472, 2010; in the data active means activity change below about -30%; further: on the % scale 0 is the no-effect control and ±100 the full control effect
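Coupling enzymes only (glyceraldehyde-3-phosphate) + compound, at 57.5 uM final, 10 min RT; add substrate/coupling/AmpLite Red mix, 20 min RT; fluorescence ex 525/em 598 nm. Actives flag coupling-system interference.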
GALK inhibitor: qHTS Assay for Inhibitors of Human Galactokinase (GALK). Potency, µM (titrated, usually from 57.5 µM), without a hit: top-dose activity change, negative = inhibition, actives largely listed as inhibitors. P51570. 270,000 tested, 0.007% active. Purified GALK, Kinase-Glo residual ATP luminescence; further: potency means the concentration at half of the fitted maximal effect; on the % scale 0 is the no-effect control and ±100 the full control effect
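5 nM enzyme, 35 uM ATP, 100 uM galactose, 20 mM HEPES pH8.0, 5 mM MgCl2; 1 h RT; residual ATP by Kinase-Glo Plus luminescence, qHTS format.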
PKM2 activator: qHTS Assay for Activators of Human Muscle isoform 2 Pyruvate Kinase | Pyruvate kinase PKM (Homo sapiens), P14618 | purified PKM2, Kinase-Glo ATP luminescence, activation; response scale: 0% is enzyme alone, no compound | Potency, µM (titrated, usually from 57.5 µM), for the others: at the top dose activation, most hits filed as activators | 260,000 tested, 0.34% active | AID 1631, 2009; further: potency means the concentration at half of the fitted maximal effect; on the % scale 0 is the no-effect control and ±100 the full control effect; nearly all actives have a fitted effect of over 55% in size
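ATP formation by purified human PK-M2, quantified via coupled luciferase luminescence after 1 h at room temperature with 0.1 mM ADP and 0.5 mM PEP final.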
Menin MLL FP TR: qHTS Assay for Inhibitors Targeting the Menin-MLL Interaction in MLL Related Leukemias: Competition With Texas Red Labeled MLL-derived Mutant Peptide; AID 1768, 2009; Menin + Texas Red MLL mutant peptide, fluorescence polarization; 270,000 tested, 0.23% active; Potency, µM (series often up to 61.6 µM), without a hit: at the top dose FP activity change, negative = inhibition, actives largely listed as inhibitors; O00255; active means well fitted inhibition curve with a large enough effect in the polarisation, with a control signal flat, not every such curve was filed as active; inconclusive means small, poorly fitted or top-dose-only effect, or effect the other way, or a change in a side signal; inactive means no such curve, though single readings can be large or run the other way; the % refers to the polarisation; further: potency means the concentration at half of the fitted maximal effect; % of control where 0% means no effect; many of its hits are not listed in these tables
CXXC DNA block: qHTS Fluorescence Polarization Assay for Inhibitors of MLL CXXC domain - DNA interaction; MLL-CXXC / FITC-HOXA9 DNA fluorescence polarization; 290,000 tested, 0.037% active; AID 2662, 2010; Potency, µM (series often up to 115 µM), for the others: at the highest dose activity change, negative = inhibition, hits mostly inhibitors; active means well fitted inhibition curve with a large enough effect in the polarisation, with a control signal flat, not every such curve was filed as active; inconclusive means small, poorly fitted or top-dose-only effect, or effect the other way, or a change in a side signal; inactive means no such curve, though single readings can be large or run the other way; the % refers to the polarisation; further: potency means the concentration at half of the fitted maximal effect
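Steps: dispense CXXC domain solution (7 uM) → pin compounds or unlabeled HOX-A9 DNA control → 5 min ambient → add FLSN-HOX-A9 solution (50 nM) → spin → 30 min ambient → fluorescence polarization. Tris pH 7.5/NaCl/DTT/BSA buffer.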
KCNH2 WT inh: qHTS for Inhibitors of KCHN2 3.1: Wildtype qHTS; activity change, % at 1.84 µM; U2OS, BacMam KCNH2, thallium flux FluxOr; active compounds read low; AID 720551, 2013; 340,000 tested, 0.37% active; Voltage-gated inwardly rectifying potassium channel KCNH2 (Homo sapiens), Q12809;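 active means maximum activity change below -70%; inconclusive means maximum activity change between -70% and -50%; inactive means maximum activity change above -50%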; further: on the % scale 0 is the no-effect control and ±100 the full control effect
Target sequence (Q12809 whole entry, looked up): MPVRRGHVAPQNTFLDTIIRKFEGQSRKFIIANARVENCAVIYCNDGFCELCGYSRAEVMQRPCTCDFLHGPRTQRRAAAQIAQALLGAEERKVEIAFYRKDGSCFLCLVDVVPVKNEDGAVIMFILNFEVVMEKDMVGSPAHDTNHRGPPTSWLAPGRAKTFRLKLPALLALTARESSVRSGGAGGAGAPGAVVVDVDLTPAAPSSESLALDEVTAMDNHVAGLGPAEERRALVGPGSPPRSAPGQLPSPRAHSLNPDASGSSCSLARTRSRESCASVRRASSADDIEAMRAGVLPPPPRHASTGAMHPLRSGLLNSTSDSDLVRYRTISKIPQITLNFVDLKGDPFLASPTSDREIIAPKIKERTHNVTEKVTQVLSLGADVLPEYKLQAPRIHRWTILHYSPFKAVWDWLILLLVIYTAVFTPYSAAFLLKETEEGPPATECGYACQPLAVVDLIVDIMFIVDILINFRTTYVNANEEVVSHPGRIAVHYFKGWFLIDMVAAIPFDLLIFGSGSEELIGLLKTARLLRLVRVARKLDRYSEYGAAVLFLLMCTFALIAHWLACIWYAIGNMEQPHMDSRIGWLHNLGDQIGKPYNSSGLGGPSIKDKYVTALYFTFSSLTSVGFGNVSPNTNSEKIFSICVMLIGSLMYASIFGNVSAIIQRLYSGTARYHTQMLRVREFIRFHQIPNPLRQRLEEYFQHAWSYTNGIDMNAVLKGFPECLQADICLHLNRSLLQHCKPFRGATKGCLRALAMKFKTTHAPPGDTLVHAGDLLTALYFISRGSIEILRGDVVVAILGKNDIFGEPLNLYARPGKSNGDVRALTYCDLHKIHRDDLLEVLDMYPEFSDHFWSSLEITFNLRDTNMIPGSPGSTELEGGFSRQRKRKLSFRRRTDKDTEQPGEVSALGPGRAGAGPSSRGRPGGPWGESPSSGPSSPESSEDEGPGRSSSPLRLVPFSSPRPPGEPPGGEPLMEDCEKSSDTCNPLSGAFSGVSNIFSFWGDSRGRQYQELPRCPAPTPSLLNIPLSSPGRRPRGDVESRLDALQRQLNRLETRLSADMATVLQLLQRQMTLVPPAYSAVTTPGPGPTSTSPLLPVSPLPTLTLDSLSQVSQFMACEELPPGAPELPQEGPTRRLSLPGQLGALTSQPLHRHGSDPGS
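U2OS cells transduced with wild-type KCNH2 virus are loaded with FluxOr dye for 45 min, and thallium flux is measured in kinetic reads before and after stimulation buffer. Rate constants are normalized to DMSO controls.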
TRPV1 ag: HTS Assay for Compounds that Act as Agonists of the Vanilloid Receptor 1; Transient receptor potential cation channel subfamily V member 1 (Homo sapiens), Q8NER1; TRPV1-expressing cells, Fluo-8 calcium influx, agonist mode; activation, % at 8.33 µM; 320,000 tested, 0.19% active; AID 540275, 2011; in the data active means activation above about 80%; inconclusive means between about 30% and that limit; further: 0% is about no effect
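Fluo-8 calcium influx in TRPV1-expressing cells, kinetic read (ex 480/em 520 nm). Compound added and read 3 min for agonist activity, followed by capsaicin at EC20 final and 2 min further read for enhancement.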
USP2a inh: qHTS Assay for Inhibitors of Ubiquitin-specific Protease USP2a Using CHOP2 as the Reporter; Ubiquitin carboxyl-terminal hydrolase 2 (Homo sapiens), O75604; USP2 core, Ub-CHOP2 coupled fluorogenic reporter, 485/531; AID 463254, 2010; 330,000 tested, 0.01% active; Potency, µM (doses to about 38.3 µM), inactives show at the highest dose activity change, negative = inhibition, actives largely listed as inhibitors;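 further: potency means the concentration at half of the fitted maximal effect; plate controls were DMSO wells for no effect and full inhibition by NEM control for full effect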
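USP2 core (10nM final) preincubated 30min RT with compound in 20mM Tris-HCl pH 8.0, 2mM CaCl2, 2mM beta-mercaptoethanol, 0.05% CHAPS; 25nM Ub-CHOP2 plus 25nM reporter substrate added, fluorescence (Ex485/Em531) read after 60min.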
The depositor's hits bear a star; ? = inconclusive; · = no result given; [ ] = another dose, or the depositor's remark. Unless noted, the call rests on the fitted dose curve; in most records, active means well fitted curve in the direction sought with a large enough effect; inconclusive means small, poorly fitted or top-dose-only effect, or another doubt; inactive means no such curve, though single readings can be large; an effect the other way counts as inactive or inconclusive. A portion of the library. The share of hits here may be higher or lower than overall.

SMILES | Giardia killer | B2AR arrestin | KCNH2 3.1 inh | FBPA coupling cs | GALK inhibitor | PKM2 activator | Menin MLL FP TR | CXXC DNA block | KCNH2 WT inh | TRPV1 ag | USP2a inh
CC1CCCCC12NC(=O)N(CC(=O)NCc1ccc3c(c1)OCO3)C2=O (stereo unspecified) | -6 | -0.1% | -1 | 0 | 6% | 11% | -14% | 11% | -1 | 2 | 0%
O=C(COc1ccccc1[N+](=O)[O-])N/N=C/c1ccc[nH]1 | 6 | 4.0% | 16 | -16 | -1% | ? | · | -4% | 37 | 4 | 1%
Cn1c(SCC(=O)c2ccccc2)nnc1-c1ccncc1 | 2 | -0.4% | -16 | 0 | -1% | -2% | 9% | -11% | -4 | 5 | 4%
CCOC(=O)N1CCN(S(=O)(=O)c2cccc3cccnc23)CC1 | 21 | -1.1% | -8 | 2 | 6% | 7% | -10% | -10% | 22 | -3 | -4%
CCOC(=O)C1CCN(C(=O)CCc2c(C)nc3ncnn3c2C)CC1 | 0 | -0.1% | 6 | 0 | 0% | 2% | 0% | 24% | 5 | 3 | -2%
CCOc1ccc(Nc2nc(N3CCCC3)nc(N3CCN(c4ccc(OC)cc4)CC3)n2)cc1 | 10 | 0.1% | 14 | 0 | -2% | 6% | 3% | -1% | 8 | 2 | 1%
CC(C)Sc1nc2c(c(=O)n(C)c(=O)n2C)n1C | 14 | 0.0% | 3 | 1 | 1% | -6% | 3% | 8% | 3 | 0 | -1%
CC(C)C(c1nnnn1Cc1ccco1)N1CCN(c2nc3ccccc3s2)CC1 (stereo unspecified) | -9 | -3.5% | ? | -1 | 0% | 3% | -10% | 6% | -38 | -1 | -2%
Cc1ccc2c(c1)c1ncn(CCC3=CCCCC3)c(=O)c1n2C | 4 | -0.6% | -3 | -4 | 2% | -2% | -1% | -8% | -3 | 24 | -1%
CC(C)N1C(=O)CCC1C(=O)NCc1ccc(F)cc1Cl (stereo unspecified) | 40[activator] | -0.4% | 7 | 4 | 4% | · | 8% | -12% | -4 | -5 | 3%
CC(C)NC(=O)NC(=O)CSc1ncccn1 | -12 | 0.0% | 7 | 2 | 6% | -2% | 5% | -7% | 13 | 8 | 1%
CCc1nc2sc3c(Cl)ncnc3c2c2c1CCCC2 | -15 | -0.1% | 7 | 0 | 6% | -9% | · | -1% | 4 | -2 | -3%
COc1cc(OC)cc(C(=O)NCC(=O)OCC(=O)Nc2ncc(Cl)cc2Cl)c1 | 10 | 0.2% | -6 | -1 | 10% | · | 14% | 2% | 0 | 5 | -3%
COc1ccc(/C=C(/NC(=O)/C=C/c2ccccc2)C(=O)N2CCOCC2)cc1 | -18 | 2.0% | -7 | 4 | 1% | 3% | -4% | -5% | 23 | 1 | -3%
O=C(CNCc1ccc(F)cc1)Nc1ccc(S(=O)(=O)N2CCOCC2)cc1 | 5 | -0.2% | 0 | · | -1% | · | · | 6% | -4 | 14 | -1%
CN1CCn2c1nc(N1CCOCC1)nc2=O | 10 | -0.2% | -2 | -3 | 1% | 3% | -7% | 7% | 1 | -4 | 3%
N#C/C(=C/c1ccco1)C(N)=S | 5 | -0.6% | 28 | -29 | 2% | -2% | · | -13% | 0 | -5 | 1%
CCCCn1c(N)c(N(CC(C)C)C(=O)CCNC(=O)c2ccc(Br)cc2)c(=O)[nH]c1=O | -7 | 0.3% | -27 | · | · | · | · | · | -5 | -2 | 2%
Cc1cc(C)cc(NS(=O)(=O)c2ccc3c(c2)C(C)(C)C(=O)N3C)c1 | -19 | -0.1% | 2 | -2 | · | 2% | -3% | · | -3 | -2 | -2%
Cc1ccc(-n2c(C)cc(/C=N/Nc3ccc([N+](=O)[O-])cn3)c2C)c(C)c1 | 6 | -0.3% | 7 | 3 | 1% | 5% | -26% | -7% | 3 | -2 | 3%
CCOc1ccc(/C=C2/Sc3ccc(C(=O)N4CCOCC4)cc3N(C)C2=O)cc1OC | 5 | 0.4% | 5 | · | 5% | · | · | 1% | -2 | -1 | 0%
CCN1CCCC(OC(=O)Nc2ccccc2)C1 (stereo unspecified) | 0 | -1.1% | -10 | 1 | -2% | 4% | -3% | -2% | -5 | -2 | -1%
Cn1cc(CN2CCC(Oc3ccc(C(=O)N4CCCC4)cc3)CC2)cn1 | -11 | 0.1% | 2 | 1 | -1% | · | 2% | 1% | 1 | -1 | 2%
O=C(CCCCCCC(=O)c1ccccc1)c1ccccc1 | 15 | 0.0% | 3 | 1 | 3% | -8% | -26% | -2% | -6 | 8 | 3%
CCOC(=O)Cn1c(=N)n(CCOc2ccc(F)cc2)c2ccccc21 | 11 | 0.1% | -16 | -2 | -2% | -3% | · | -1% | 17 | 3 | 0%
CCc1ccccc1NC(=O)c1cc(-c2ccc3c(c2)OCO3)on1 | -19 | 0.5% | 9 | 1 | 8% | -5% | -16% | 2% | 0 | 0 | 1%
CC(C)OCCCNC(=O)c1ccccc1NC(=O)C1=CSCCO1 | -17 | 0.0% | 27 | · | -4% | · | · | ? | 13 | 8 | 0%
COc1ccc(/C=C(\NC(=O)c2ccc(C)cc2)C(=O)NCC2CCCO2)cc1 (stereo unspecified) | -5 | -0.2% | -8 | 0 | 0% | -5% | 10% | -4% | -1 | -3 | 1%
CN1N=C(/C=C/c2ccccc2)CCC1=O | 9 | 0.3% | -6 | 1 | -1% | -33% | 1% | 8% | -13 | 8 | 0%
CC1CCN(C(=O)CSc2nnc(-c3cccnc3)n2C2CCCCC2)CC1 | -5 | -0.5% | 7 | 0 | 0% | 4% | 8% | -1% | -8 | 10 | 2%
OCC1=C[C@@H](O)C2C=CO[C@@H](O[C@@H]3O[C@H](CO)[C@@H](O)[C@H](O)[C@H]3O)C12 (stereo partly specified) | 20 | 0.1% | -2 | · | · | · | · | · | 3 | · | -1%
Cc1ccc(OCCNC(=O)c2ccccc2O)cc1 | 14 | -0.3% | 7 | 0 | 4% | -1% | ? | 0% | -8 | ? | 0%
CC(C)(C)c1cc(NC(=O)CSc2nnc(N)s2)n(-c2ccccc2)n1 | 2 | -0.5% | 6 | 0 | 0% | -14% | 22% | -8% | -2 | 2 | 1%
Cc1cc(N2CCCC(C(=O)Nc3ccc4c(c3)CCC4)C2)n2ncnc2n1 (stereo unspecified) | -5 | -0.1% | 4 | -1 | -4% | -1% | 0% | 8% | 7 | 93* | -1%
Cc1ccc(-n2nc(C)cc2Nc2ncc(Cl)cc2Cl)cc1 | 13 | -0.4% | 5 | 0 | -1% | 1% | 5% | 3% | -2 | 0 | 2%
Cc1ccc(OCC(=O)NN=C2c3ccccc3-c3ccccc32)cc1 | 8 | 1.6% | 13 | 3 | -1% | -2% | 5% | -2% | -10 | 3 | 2%
CCC/C(C)=C/c1ccc(CC)cn1 | 2 | 0.5% | 10 | 4 | 2% | -2% | 2% | 22% | -14 | 0 | -1%
COc1cc(OC)cc(C(=O)N[C@H](C(=O)Nc2nc(-c3ccc(F)c(F)c3)cs2)C(C)C)c1 | -29 | -0.9% | -36 | 3 | 7% | 0% | -26% | 0% | 1 | 0 | -1%
COc1ccc2c(c1)CCC/C2=N/OC(=O)c1ccccc1OC | 15 | 0.0% | -6 | 0 | -2% | 7% | 14% | -1% | -5 | 8 | 2%
Cc1ccn2c(C(=O)N/N=C/c3ccc(Cl)cc3)c(C)nc2c1 | -14 | 3.8% | -16 | 3 | -1% | · | 11% | 5% | 20 | 0 | 1%
O=C(OCc1c(F)cccc1Cl)c1cnc(Cl)c(Cl)c1 | -6 | -0.7% | -10 | 4 | -1% | · | · | -14% | -12 | 1 | 0%
COc1ccc(C(C[N+](=O)[O-])C2(c3ccc(OC)c(OC)c3)C(=O)c3ccccc3C2=O)cc1 (stereo unspecified) | -26 | 4.1% | -34 | -2 | 3% | -7% | 10% | ? | -23 | 1 | 1%
CCCNC(=O)Cc1c(O)c2ccccc2[nH]c1=O | -1 | -0.4% | 21 | 0 | -2% | -4% | -11% | 12% | 18 | 1 | 5%
